# Screening data deposited in PubChem BioAssay by several laboratories.
# hcDAF12 agonist: activators of H. contortus DAF-12 nuclear receptor; HEK293 hcDAF-12 lit1-tk-luc reporter, luminescence; 0% DMSO, 100% Δ7-dafachronic acid; activation, % at 6.8 µM; 370,000 tested, 1.4% active;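 active = activation above the mean of all tested compounds plus 3 SD, cut at about 5.5% in these data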;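 note: 100% = response to 3 µM Δ7-dafachronic acid high control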
# SMARCA2 activ: increases SMARCA2 function in MMTV reporter cells. MG213 cells, MMTV-luciferase reporter, dexamethasone, overnight. activation, % at 9.1 µM. 370,000 tested, 1% active; in the data active = activation above about 7.8%;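 note: 0% = vehicle wells and 100% = reference activator wells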
# ssDAF-12 act: activators of S. stercoralis DAF-12 nuclear receptor | activation, % at 6.8 µM | HEK293 ssDAF-12/GRIP1 lit1-tk-luc reporter, luminescence; % of 3 µM dafachronic acid response | 370,000 tested, 1% active;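 active = activation above the mean over all tested compounds plus 3 SD, cut at about 0.9% in these data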;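 note: 0% = DMSO-only wells and 100% = 3 µM delta7-dafachronic acid wells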
# DAX1 inh-1: DAX1 (NR0B1) inhibition, primary screen. HEK293T StAR-luciferase reporter, SF-1/DAX-1 repression relief. inhibition, % at 6.8 µM. 370,000 tested, 1.1% active. AID 652010;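 active = inhibition above the mean over all tested compounds plus 3 SD, cut at about 3.6% in these data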;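 note: 0% = DAX-1 cells with DMSO and 100% = cells lacking DAX-1 with DMSO; higher inhibition means more luminescence from relief of DAX-1 repression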
# hgDAF-12 ag: agonists of H. glycines DAF-12 nuclear receptor; HEK293 GAL4-hgDAF12 UAS-luciferase reporter, agonist luminescence; normalized to butyrate control; activation, % at 6.8 µM; 370,000 tested, 1.8% active; AID 687014;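 active = activation above a cutoff set at the mean of all screened compounds plus 3 SD, cut at about 10% in these data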;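 note: 0% = DMSO wells and 100% = sodium butyrate wells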
# DAX1 inh-2: NR0B1 (DAX1) inhibition; AID 504766; inhibition, % at 6.75 µM; 340,000 tested, 0.99% active; HEK293 Gal4-DAX1 luciferase reporter, luminescence; P51843;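 active = inhibition above the mean over all tested compounds plus 3 SD, cut at about 4.2% in these data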;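 note: 0% = DAX1-transfected cells with DMSO and 100% = empty-vector control cells with DMSO; inhibition shows as a rise in luminescence from relieved DAX1 repression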
# Target sequence (P51843 207-470 limits assumed): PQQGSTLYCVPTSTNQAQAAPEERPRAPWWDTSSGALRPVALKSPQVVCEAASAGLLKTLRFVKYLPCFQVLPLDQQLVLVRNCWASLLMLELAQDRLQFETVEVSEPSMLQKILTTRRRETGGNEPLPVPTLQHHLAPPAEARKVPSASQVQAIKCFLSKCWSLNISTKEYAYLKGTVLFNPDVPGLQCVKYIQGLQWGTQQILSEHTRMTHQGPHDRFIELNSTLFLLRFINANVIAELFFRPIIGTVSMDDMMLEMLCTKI
# NR1D1 modulator: Rev-erb alpha (human) modulation; activity, % at 10 µM; Rev-erbα–FITC-DNA binding, fluorescence polarization, 90 min; 370,000 tested, 0.79% active; P20393;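 active = activity above about 14%, limit read from the data; passing the limit was not always enough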;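 note: 0% = DMSO wells with 35 nM protein and 100% = DMSO wells with 750 nM protein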
# Target sequence (P20393 whole entry, looked up): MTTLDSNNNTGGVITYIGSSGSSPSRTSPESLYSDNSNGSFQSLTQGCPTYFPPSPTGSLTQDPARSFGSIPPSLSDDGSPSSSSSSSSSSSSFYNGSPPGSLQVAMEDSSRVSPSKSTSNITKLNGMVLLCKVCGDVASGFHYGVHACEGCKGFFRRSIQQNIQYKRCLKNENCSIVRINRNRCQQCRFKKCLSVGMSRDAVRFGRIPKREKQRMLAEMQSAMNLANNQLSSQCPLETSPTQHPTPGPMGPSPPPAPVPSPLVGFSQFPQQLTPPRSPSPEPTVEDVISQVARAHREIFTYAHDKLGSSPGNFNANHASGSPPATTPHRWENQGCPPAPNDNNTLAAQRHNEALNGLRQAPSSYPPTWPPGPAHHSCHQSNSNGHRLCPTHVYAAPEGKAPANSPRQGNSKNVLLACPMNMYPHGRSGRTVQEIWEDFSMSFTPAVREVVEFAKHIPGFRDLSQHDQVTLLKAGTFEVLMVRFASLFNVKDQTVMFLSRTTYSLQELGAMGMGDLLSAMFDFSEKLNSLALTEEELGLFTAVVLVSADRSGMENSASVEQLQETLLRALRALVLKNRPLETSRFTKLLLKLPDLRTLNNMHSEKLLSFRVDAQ
# PLC-beta3 inh: PLC-beta3 (human) inhibition, primary screen | Q01970 | AID 720704 | 370,000 tested, 0.18% active | Purified PLC-beta3, fluorogenic substrate, fluorescence | inhibition, % at 12.2 µM; in the data active = inhibition above about 11%;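 note: 0% = median of compound wells on plate and 100% = full blocker control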
# sPLA2-III inh: Inhibits HGIII-sPLA2 liposome hydrolysis, primary screen; inhibition, % at 12.2 µM; AID 743126; QFRET BODIPY PC-A2 liposome hydrolysis, fluorescence; 370,000 tested, 0.56% active; Q9NZ20;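 active = inhibition above mean plus 3 SD of compounds lying within the high and low control bounds, cut at about 19% in these data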;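 note: 0% = median of test compound wells and 100% = no enzyme DMSO wells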
# GAA850 FXN act: frataxin GAA850 promoter activation; HEK293 lucGAA850 FXN promoter luciferase reporter, 24 h; percent of 10 µM SAHA response; activation, % at 6 µM; 360,000 tested, 0.56% active;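 active = activation above the average of all compounds screened plus 3 SD, cutoff fixed separately per campaign, cut at about 7.5% in these data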;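 note: 0% = DMSO wells and 100% = 10 µM SAHA wells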
# PG9 Ab binder: small molecules binding HIV-1 gp120 antibody PG9 | TR-FRET gp120-PG9 antibody binding | inhibition, % at 6.7 µM | 360,000 tested, 0.43% active | AID 624416; in the data active = inhibition above about 8.5%
# Numbers without * were called inactive; . = no result given.
SMILES,hcDAF12 agonist,SMARCA2 activ,ssDAF-12 act,DAX1 inh-1,hgDAF-12 ag,DAX1 inh-2,NR1D1 modulator,PLC-beta3 inh,sPLA2-III inh,GAA850 FXN act,PG9 Ab binder
COc1ccc(OCCC(=O)OCC(=O)NC2CCCCCCC2)cc1,-1.1,4,-1.4,0.1,-1.3,1.5,-7,-7,0,-0.4,-0.7
Cc1c(C)c2ccc(OCC(=O)NCCCn3ccnc3)cc2oc1=O,1.5,-3,-1.4,-1.2,-0.1,-0.1,-1,-74,3,-0.6,0.2
O=C(COc1ccccc1F)NNC(=O)c1ccc(F)c(S(=O)(=O)N2CCOCC2)c1,-0.1,-2,-1.2,0.0,2.2,-0.5,-5,3,-1,0.0,-1.5
N#Cc1c(NC(=O)COC(=O)c2nccnc2N)sc2c1CCCC2,-0.9,0,-0.9,-1.1,1.6,-0.3,-4,-57,5,-0.9,-0.2
Cc1ccc(NC(=O)C2CCCN2C(=O)NCc2ccccc2)cc1 (stereo not given),0.1,1,-1.1,0.4,-0.9,-0.9,-2,-3,2,0.6,1.3
COc1ccc(/C=N/Nc2ncccc2[N+](=O)[O-])c(OC)c1,5.2,4,-0.2,5.0*,8.9,-3.8,8,5,8,0.5,-8.9
Cc1noc(C)c1COc1ccc(C(=O)N2CCN(c3ccccn3)CC2)cc1,-0.4,1,-0.9,-1.2,-1.4,0.3,0,-8,9,2.3,-0.6
Cc1ccc(S(=O)(=O)NCc2ccccc2C)cc1,-2.7,0,-0.9,-0.3,-1.6,-0.4,-3,-6,-4,0.9,-0.9
Cc1cc(C)n2nc(CC(=O)NCc3ccc(F)cc3)nc2n1,-1.3,-1,-0.3,-0.4,2.9,0.8,1,0,5,1.0,-0.5
CCN(CC)CCCNC(=O)C1c2cc(OC)c(OC)cc2C(=O)N(C)C1c1cccs1 (stereo not given),-1.5,-1,-1.5,0.5,2.1,0.1,-4,3,1,1.2,-0.8
c1nc(Nc2ccc(N3CCOCC3)cc2)c2ccsc2n1,0.4,0,-0.4,0.5,5.0,1.9,-1,-9,15,4.5,-4.7
CCOC(=O)C1(C)NC(c2ccc(N(C)C)cc2)C2C(=O)N(CC)C(=O)C21 (stereo not given),1.3,-1,-0.2,0.2,0.2,1.7,-2,2,4,-0.8,-0.3
CCC/C=C/c1ccc(CN2C(C)C(=O)N(Cc3cn(Cc4ccco4)nn3)CCS2(=O)=O)cc1 (stereo not given),-1.2,-1,-0.9,-0.7,-0.2,0.0,-7,-4,-32,0.2,-1.8
O=C(c1ccccc1)N1CCCC(c2nc3c(nnn3Cc3ccccc3)c(=O)[nH]2)C1 (stereo not given),-0.1,-3,-0.9,-0.7,-2.1,-0.8,1,2,-16,3.1,1.4
O=C(Nc1ccc(F)cc1)Nc1sccc1-c1nc2ccccc2s1,0.2,0,-1.4,-0.2,1.5,0.7,-2,-487,1,1.5,1.7
S=C(Nc1cccc(Cl)c1)N(CCCN1CCCC1)Cc1cccn1Cc1ccc(Cl)cc1,-1.4,-2,-0.7,-0.1,1.1,2.5,-2,-6,2,-3.3,0.3
COc1ccc(Cl)cc1NC(=O)CN(C)CC(=O)Nc1cccc(S(=O)(=O)N2CCCC2)c1,-1.5,-3,-1.2,-2.0,-5.9,-1.8,-2,-2,-27,-2.0,-1.0
O=C(NCCC1=CCCCC1)c1cc(-c2ccccn2)nc2ccccc12,-0.2,-5,-1.3,0.5,3.5,-0.8,2,-2,-2,1.5,0.0
CCCCNC(=O)c1ccc2c(OCC)n(CCCC)nc2c1,-0.5,1,-1.8,-0.9,1.8,2.2,-4,-359,-4,1.2,0.3
Cc1ccc(NC(=O)CCS(=O)(=O)c2ccccc2)cc1C,2.3,4,-0.5,1.1,10,.,4,-2,4,.,.
CC12CCC(=O)N1C(C(=O)OCC(=O)Nc1ccc(S(N)(=O)=O)cc1)CS2 (stereo not given),0.8,-1,-0.7,0.3,0.3,0.4,-2,4,-4,-0.9,0.5
O=S(=O)(Nc1cccc(-c2cn3cccnc3n2)c1)c1ccccc1,0.0,-5,-1.5,-0.2,2.1,-0.1,1,-468,-2,5.2,1.5
CCc1ccc(C(=O)COC(=O)[C@@H](NC(N)=O)[C@@H](C)CC)cc1,1.3,3,-1.4,-0.2,2.6,-1.0,5,3,-14,3.2,-0.6
O=C(Cn1nc(-c2ccc(F)cc2)ccc1=O)Nc1ccc(C(=O)NC2CC2)cc1,-0.6,1,-0.9,-0.2,-0.3,1.5,-3,2,0,5.2,1.3
CC(=O)N1c2ccc(S(=O)(=O)N3CCC(C(=O)Nc4cc(C)cc(C)c4)CC3)cc2CC1C (stereo not given),-2.0,-4,-1.5,-0.6,1.0,-0.5,-1,-8,1,-1.3,1.0
CCOC(=O)N1CCN(C(=O)C[C@H]2C[C@@]3(C(=O)OC)C(=C[C@H](C4CCCC4)O[C@@H]3C)N(Cc3ccc(Cl)cc3Cl)C2=O)CC1,-0.2,-3,-1.7,-1.5,1.1,.,7,-2,-14,.,.
Brc1ccc(-c2nc(-c3ccncc3)no2)o1,-1.7,5,-1.6,0.6,0.1,-0.2,1,2,1,3.4,-2.9
Cn1cc(C(=O)C(=O)N2CCN(c3ccccc3)CC2)c2ccccc21,1.3,2,-1.6,0.8,-2.3,0.3,-5,0,1,1.2,-1.3
COc1ccccc1CNC(=O)[C@@H]1CCCN1S(=O)(=O)c1ccc(C)cc1,-0.4,0,-1.5,-0.3,5.7,0.1,-5,7,-1,0.0,0.2
COCc1c(C(=O)N2CCN(c3ccccc3C)CC2)oc2ccccc12,0.7,-2,-1.0,-0.8,3.5,0.1,-10,-3,1,-0.2,0.1
COc1cccc(C(=O)C2CCCN(Cc3c(C)n(C)n(-c4ccccc4)c3=O)C2)c1 (stereo not given),-0.2,-2,-0.8,0.2,-0.2,0.1,-4,-9,8,1.8,1.2
COCc1[nH][nH]c(=O)c1/C=N/N1CCOCC1,-1.2,5,-1.0,0.9,-1.4,-0.8,2,3,3,-0.3,-2.3
CN1CCN(Cc2nc(Cc3ccccc3)no2)CC1c1ccccc1 (stereo not given),-1.6,-4,-1.4,0.0,0.2,0.1,3,-4,4,0.2,-0.1
O=C(Nc1ccccc1F)c1csc([C@@H]2C[C@H](O)[C@@H](CO)O2)n1,-1.1,11*,-0.5,1.4,2.5,.,-1,5,-1,2.2,0.1
CCN(CC(=O)Nc1c(F)cccc1F)C(=O)CCOc1ccccc1,0.2,0,-1.1,1.3,-0.9,1.6,-4,0,1,2.4,-0.9
CCCCCSc1nc2c(cnn2-c2ccccc2)c(=O)[nH]1,0.6,-1,-1.3,0.2,0.6,-0.5,6,-1,-2,2.7,0.4
COc1ccc(OC(=O)c2ccc(OC)c(S(=O)(=O)N3CCOCC3)c2)cc1,-0.2,-2,-1.3,-2.6,-3.4,-0.7,3,-2,-10,2.0,-0.9
O=C(COC(=O)/C=C/c1cccs1)NC1CC1,-0.7,-2,-0.7,0.7,-0.9,1.5,-5,-1,5,0.9,-2.9
Cc1csc(NC(=O)COc2ccc3c(C)cc(=O)oc3c2)n1,2.1,-2,-0.1,0.4,0.1,1.0,-8,-11,12,0.1,15*
COCCOC(=O)C1=C(C)NC(=S)NC1/C=C/c1ccccc1 (stereo not given),-1.9,-1,-1.5,-0.6,2.0,-1.3,3,-1,22*,-0.5,2.3
COc1ccc(OCc2cc(C(=O)N(C)CCC3CCOCC3)no2)c(Cl)c1,3.8,7,-1.0,-2.0,2.6,1.1,-5,3,-8,2.6,-1.9
CN(CC1CCCO1)S(=O)(=O)c1ccc(C(=O)Nc2ccc(S(N)(=O)=O)cc2)cc1 (stereo not given),-2.3,-1,-0.9,-0.2,0.4,0.5,-3,-1,-15,2.1,-1.7
CCC1(c2ccccc2)NC(=O)N(CC(=O)Nc2cc(C(F)(F)F)ccc2N2CCCC2)C1=O (stereo not given),-0.1,-2,-1.2,0.5,-1.1,0.6,-4,-7,4,1.1,2.4
O=C(Nc1nc2cc3c(cc2s1)OCCO3)c1cccs1,2.6,-3,-1.3,0.6,-2.4,-5.2,4,-272,-4,-2.9,0.5
O=c1cc(CSc2nnnn2-c2ccccc2)[nH]c2[nH]n(-c3ccccc3)c(=O)c12,-1.1,0,-0.9,-0.6,-1.5,-0.2,-4,3,-2,1.7,-3.9

# Limited to hcDAF12 agonist and DAX1 inh-1, for some of the entries so far:
Molecule	hcDAF12 agonist	DAX1 inh-1
O=C(COC(=O)/C=C/c1cccs1)NC1CC1	-0.7	0.7
Cc1csc(NC(=O)COc2ccc3c(C)cc(=O)oc3c2)n1	2.1	0.4
COCCOC(=O)C1=C(C)NC(=S)NC1/C=C/c1ccccc1 (stereo not given)	-1.9	-0.6

# Following part.
SMILES,hcDAF12 agonist,SMARCA2 activ,ssDAF-12 act,DAX1 inh-1,hgDAF-12 ag,DAX1 inh-2,NR1D1 modulator,PLC-beta3 inh,sPLA2-III inh,GAA850 FXN act,PG9 Ab binder
O=C(CN1CCN(Cc2ccccc2)CC1)NNC(=O)c1ccccc1,-0.7,1,-0.9,-0.2,-0.1,-0.6,-3,-3,1,1.7,-1.2
C[C@H](NC(=O)C1(c2ccccc2)CCN(C(=O)OC(C)(C)C)CC1)C(=O)N[C@@H](C(=O)O)c1ccccc1,-0.5,1,-1.0,0.0,-0.2,3.6,-7,6,-1,1.2,-0.1
COc1cccc(CC(=O)NCC2COc3ccccc3O2)c1OC (stereo not given),-0.8,-2,-1.1,0.2,-2.2,-0.5,0,3,3,5.4,-1.4
COC(=O)c1sc(=S)n(-c2ccccc2)c1N,-1.0,2,-1.0,-0.6,1.6,4.0,0,-1,-3,5.6,0.0
O=C1CCCc2cc3c(cc21)CC1(C3)Cc2cc3c(cc2C1)C(=O)CCC3,-2.3,-2,-1.6,-1.2,-0.2,-1.1,-4,-1,1,-1.1,0.2
CC(C)[C@H](NC(=O)c1c(F)cccc1F)C(=O)OCC(=O)NNC(=O)c1ccccc1,-1.0,-6,-1.3,-0.4,1.8,2.0,-1,-3,5,0.8,1.5
Cn1c(SCc2cccc(Br)c2)nnc1-c1ccccn1,-3.0,-2,-1.2,-0.1,-2.1,-0.5,1,2,-1,-0.4,1.1

# 3 entries out of the list above, sorted by their value in SMARCA2 activ, low to high:
canonical_smiles	SMARCA2 activ
COc1cccc(CC(=O)NCC2COc3ccccc3O2)c1OC (stereo not given)	-2
C[C@H](NC(=O)C1(c2ccccc2)CCN(C(=O)OC(C)(C)C)CC1)C(=O)N[C@@H](C(=O)O)c1ccccc1	1
COC(=O)c1sc(=S)n(-c2ccccc2)c1N	2
